# Assay outcomes: PubChem, The Scripps Research Institute Molecular Screening Center
# TAAR1 ag = human TAAR1 agonists, primary screen, Fluo-8 calcium fluorescence, CHO RD-HGA16 cells; Trace amine-associated receptor 1 (Homo sapiens), Q96RJ0; vehicle wells 0%, saturating PEA agonist 100%; activation, % at 3 µM; hit rate 0.99% among 360,000;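 active = activation above the mean activation of all test compounds in the run plus 3 SD, cut at about 38% in these data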
# Target sequence (Q96RJ0 whole entry, looked up): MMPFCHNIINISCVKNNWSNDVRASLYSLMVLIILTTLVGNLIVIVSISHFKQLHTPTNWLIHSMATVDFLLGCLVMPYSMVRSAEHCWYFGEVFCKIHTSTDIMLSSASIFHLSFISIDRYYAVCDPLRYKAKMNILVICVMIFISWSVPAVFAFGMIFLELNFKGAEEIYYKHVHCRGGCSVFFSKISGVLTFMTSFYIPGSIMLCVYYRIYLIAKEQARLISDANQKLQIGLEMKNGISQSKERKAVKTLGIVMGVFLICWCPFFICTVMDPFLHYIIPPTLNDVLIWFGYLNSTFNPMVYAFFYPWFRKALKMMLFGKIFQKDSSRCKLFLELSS
#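 test system = CHO RD-HGA16 cells carrying human TAAR1 plus Gα16 | schedule = 17-24 h seeding, 75 min 37 °C dye, 30 min RT | compound dosing = 3 µM single concentration | control set = DMSO and PEA EC100 | replicates = n 1 | signal = Fluo-8 fluorescence, 5 s baseline then 140 s kinetic read | measure = percent activation vs PEA EC100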
# CHO-K1 Ca antag = M1 antagonist counterscreen hit in parental CHO-K1 cells. ATP-induced calcium, Fluo-8 fluorescence. hit rate 0.6% among 360,000. inhibition, % at 3 µM. AID 602250;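 active = inhibition above a per-plate cutoff, the plate's mean sample inhibition plus 3 SD, cut at about 24% in these data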;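 note: 0% = DMSO plus EC80 ATP and 100% = DMSO alone without ATP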
# M1 ag parental = counter-screen for M1 agonists: effect in parental CHO-K1 cells | Fluo-8 calcium fluorescence; scaled to maximal ATP response, vehicle zero | activation, % at 3 µM | hit rate 0.48% among 360,000 | AID 602248, 2012; in the data active = activation above about 15%;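 note: untransfected CHO-K1 host cells lacking M1 receptor as counterscreen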
# CHRM1 agonist = human M1 muscarinic receptor agonists, primary screen, Fluo-8 calcium fluorescence, CHO-K1 cells, HTS. hit rate 0.33% among 360,000. Muscarinic acetylcholine receptor M1 (Homo sapiens), P11229. activation, % at 3 µM. CHO-K1 hM1, agonist mode; 0% DMSO, 100% acetylcholine EC100. AID 588814, 2011;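 active = activation above the run's mean compound activation plus 3 SD, cut at about 16% in these data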;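 note: peak over basal fluorescence ratio within a 140 s kinetic read after compound addition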
# Target sequence (P11229 whole entry, looked up): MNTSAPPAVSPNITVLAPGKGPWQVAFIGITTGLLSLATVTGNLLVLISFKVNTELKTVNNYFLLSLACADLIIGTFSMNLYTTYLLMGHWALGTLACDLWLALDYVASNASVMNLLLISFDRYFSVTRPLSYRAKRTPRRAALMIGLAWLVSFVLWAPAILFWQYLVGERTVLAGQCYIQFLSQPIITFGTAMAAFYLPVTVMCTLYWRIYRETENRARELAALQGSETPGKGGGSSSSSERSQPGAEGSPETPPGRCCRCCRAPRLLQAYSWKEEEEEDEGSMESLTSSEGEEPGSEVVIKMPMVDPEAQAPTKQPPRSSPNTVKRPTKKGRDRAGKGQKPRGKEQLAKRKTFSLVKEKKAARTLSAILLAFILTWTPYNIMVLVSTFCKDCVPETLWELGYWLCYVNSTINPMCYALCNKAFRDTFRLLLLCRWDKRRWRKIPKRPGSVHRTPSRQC
# OXTR potentiator = human OXTR potentiators, primary screen, fluorescence, CHO-OTR cells, Fluo-8 calcium. Fluo-8 calcium fluorescence, potentiator mode; 0% = oxytocin EC15, 100% = EC100. activation, % at 3 µM. AID 2445, 2010. Oxytocin receptor (Homo sapiens), P30559. hit rate 0.061% among 320,000;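 active = activation above that plate's cutoff, the mean activation of tested compounds plus 3 SD, cut at about 6.6% in these data, passing the limit was not always enough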;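 note: 100% uses oxytocin at 75 nM as the full agonist control; some results filed as inactive read as strong as hits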
#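 Dosing: Single dose, 3.0 µM nominal final compound concentration | Material: Human OTR in CHO cells | Technique: Kinetic Fluo-8 calcium fluorescence | Benchmarks: EC15 oxytocin alone as 0%, 75 nM oxytocin as 100% | Probe or stimulus: Oxytocin at about EC15, sub-maximal agonist stimulus | Incubation: Compound 6 min at room temperature before oxytocin, 100 s read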
# V1aR counter = agonists of human V1a receptor, primary screen, counter-screen for OXTR agonist project, fluorescence, CHO-V1R cells; Fluo-8 calcium fluorescence, agonist mode; 0% DMSO, 100% 3 nM vasopressin; activation, % at 3 µM; hit rate 0.25% among 320,000;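 active = activation above the mean activation of all tested compounds plus 3 SD, per screening run, cut at about 20% in these data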;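 note: signal is peak over basal fluorescence ratio across a 100 second FLIPR read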
# CHO-K1 Ca PAM = nonselective calcium activators in parental CHO-K1 cells, primary screen, counter-screen for M1 PAM project, cell-based, Fluo-8 calcium fluorescence, full deck, 1536-well; ATP EC20; 0% at ATP EC20, 100% at ATP max; activation, % at 3 µM; hit rate 0.02% among 360,000;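 active = activation above the run cutoff, the mean activation of all test compounds plus 3 SD, cut at about 40% in these data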;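 note: peak over basal fluorescence ratio in a 140 s read after ATP addition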
# TAAR1 antagonist = human TAAR1 antagonists, primary screen, Fluo-8 calcium fluorescence, CHO RD-HGA16 cells | antagonist | inhibition, % at 3 µM | hit rate 1.5% among 360,000;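 active = inhibition above a per-plate cutoff, the mean inhibition of test compounds on that plate plus 3 SD, cut at about 49% in these data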;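 note: 0% = DMSO plus EC80 beta-PEA response and 100% = DMSO alone without agonist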
#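 test system = CHO RD-HGA16 cells bearing hTAAR1 | replication = singlicate | controls = DMSO-only wells and EC80 β-PEA-stimulated wells | reagent = EC80 β-phenethylamine stimulus | read-out basis = percent inhibition of PEA-evoked calcium signal, max/basal emission ratio | schedule = seeding 17-24 h prior, 75-min 37 °C, 30-min RT dye loading | signal = kinetic Fluo-8 calcium fluorescence measurement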
# CHO parental Ca = ATP-evoked calcium signal inhibitors, parental CHO, primary screen, counter-screen for OX1R antagonist project, cell-based, fluorescence, Fluo-8 calcium dye; inhibition, % at 5.6 µM; parental CHO-K1, ATP-induced calcium, Fluo-8 fluorescence; AID 463079, 2010; hit rate 0.63% among 330,000;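 active = inhibition above that plate's mean sample inhibition plus 3 SD, cut at about 26% in these data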;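 note: 0% = ATP-challenged DMSO wells and 100% = DMSO wells without ATP; some compounds past the cut are filed as inactive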
#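 Test system: parental CHO cells; detection: calcium-sensitive Fluo-8 fluorescence; evaluation: percent inhibition of calcium signal; also added: ATP as calcium-mobilizing challenge; repeats: one well per compound; control set: ATP-challenged DMSO wells low, unchallenged DMSO wells high; compound: single nominal dose of 5.6 µM per compound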
# An asterisk follows results filed as active; nt = not tested or not shown.
SMILES,TAAR1 ag,CHO-K1 Ca antag,M1 ag parental,CHRM1 agonist,OXTR potentiator,V1aR counter,CHO-K1 Ca PAM,TAAR1 antagonist,CHO parental Ca
COc1ccc(CNC(=S)Nc2ccccc2-c2ccccc2)cc1,nt,-14,0.3,-6,-15,-0.8,6,nt,0
O=S(=O)(c1ccc(F)cc1)N1CCN(Cc2ccccc2C(F)(F)F)CC1,-1,5,0.1,-4,-21,1.1,2,12,-11
Cc1noc(C)c1COC(=O)C1(c2cccc(F)c2)CCCC1,2,-6,0.1,-6,-1,-1.7,8,0,-15
CNc1nc(N(C)C)nc(N(C)C)n1,0,-8,0.2,-3,0,-0.3,1,-16,-2
O=C(Cn1ncc2c(=O)oc3ccccc3c21)NC1CC1,7,-16,0.1,0,0,0.5,20,12,-16
CN(C(=O)c1cc(S(=O)(=O)N2CCOCC2)cs1)c1ccccc1,1,1,0.5,-3,-4,-0.4,5,-6,-10
CC(C)CC(=O)Nc1ncnc2c1C(=O)CC(C)(C)C2,6,-15,0.4,-1,-5,0.1,10,5,2
CC1CCCCC1NC(=O)COC(=O)c1ccc(N(C)C)cc1 (configuration not stated),2,-12,0.9,-2,-8,0.2,16,-11,-3
CCOC(=O)c1cccc(NS(=O)(=O)c2c(C)[nH]c(C)c2C(=O)N2CCCC2)c1,2,-13,1.4,-3,-5,1.3,19,-14,-20
c1ccc(CCc2cc3ccccc3[nH]2)cc1,17,-21,0.9,-7,-3,-1.1,18,34,-18
CCc1ccc(N(CC)c2ncnc3nc[nH]c23)cc1,-2,6,-0.1,-6,-9,-1.4,4,24,-5
COc1ccc(CN2CCNC(=O)C2CC(=O)N(Cc2nccn2C)C(C)C)c(OC)c1 (configuration not stated),3,-4,-0.2,-2,-2,-0.2,-9,-35,3

# Rewritten tab-delimited: part of the list above.
compound	TAAR1 ag	CHO-K1 Ca antag	M1 ag parental	CHRM1 agonist	OXTR potentiator	V1aR counter	CHO-K1 Ca PAM	TAAR1 antagonist	CHO parental Ca
CN(C(=O)c1cc(S(=O)(=O)N2CCOCC2)cs1)c1ccccc1	1	1	0.5	-3	-4	-0.4	5	-6	-10
CC(C)CC(=O)Nc1ncnc2c1C(=O)CC(C)(C)C2	6	-15	0.4	-1	-5	0.1	10	5	2

# Later entries.
SMILES,TAAR1 ag,CHO-K1 Ca antag,M1 ag parental,CHRM1 agonist,OXTR potentiator,V1aR counter,CHO-K1 Ca PAM,TAAR1 antagonist,CHO parental Ca
Cc1cc(C)n(-c2ccc(C(=O)Nc3nc4ccccc4s3)cc2)n1,6,11,1.7,-2,-7,-0.1,9,31,0
CCOC(=O)c1[nH]c2ccc(C)cc2c1N,7,-14,0.2,-1,-1,1.6,-1,5,-10
COc1ccc(OCC(=O)NCCCn2ccnc2)cc1,11,-11,3.5,-5,-1,1.4,11,-2,-7
COC(=O)C1CCN(C(=O)c2sc3nc(-c4ccc(F)cc4)cn3c2C)CC1,1,1,1.1,-4,-3,0.9,-2,12,-9
CC(=O)N(Cc1c(C#N)c2ccccc2n1C)c1ccccc1,5,8,0.0,-5,0,0.0,4,-28,-12
Cc1noc(NS(=O)(=O)c2ccc(NC(=O)/C=C/c3ccc(Cl)cc3Cl)cc2)c1C,1,2,0.0,-4,nt,nt,6,-10,nt
CC(C)C[C@H]1COc2cccc(N3CCSCC3)c2S(=O)(=O)N1,-1,-3,0.3,nt,nt,nt,5,-2,nt
CCOC(=O)Cn1c(=NC(=O)C2COc3ccccc3O2)sc2cc(S(N)(=O)=O)ccc21 (configuration not stated),2,-11,3.1,-7,-6,1.6,23,25,8
Cc1ccccc1OCCC(=O)OCC(=O)NC1CCS(=O)(=O)C1 (configuration not stated),6,3,0.8,1,-3,0.4,11,-28,0
O=C(NCC1CCCO1)c1ccc(Cl)c(NS(=O)(=O)c2ccc(F)cc2)c1 (configuration not stated),1,-9,0.5,-2,nt,nt,9,-7,nt
OC1(CC#CCN2CCCCC2)c2ccccc2-c2ccccc21,5,-11,1.3,-7,0,1.3,22,-17,-14
Cc1ccc2cccc(OCC(=O)NCc3ccco3)c2n1,5,8,2.2,-3,2,0.4,3,9,3
CCN(CC)CC#CCC(C)(c1ccccc1)c1ccccc1,20,-7,7.7,-5,-5,0.4,20,12,-18
CCN=c1scc(C)n1/N=C/c1ccsc1,15,1,-0.1,-4,-8,-1.0,8,9,-10
COc1ccc(/C=C(/NC(=O)/C=C/c2ccccc2)C(=O)O)cc1,3,9,0.0,-10,-7,1.0,-6,10,-8
CC(Oc1ccc(F)cc1)C(=O)Nc1cc(S(=O)(=O)N2CCCCC2)ccc1N1CCOCC1 (configuration not stated),2,-8,0.0,-1,-4,-0.2,16,-49,-21

# Filtered by structure: the entries above containing a carbonyl joined to an NH by a bond outside any ring (11)
SMILES,TAAR1 ag,CHO-K1 Ca antag,M1 ag parental,CHRM1 agonist,OXTR potentiator,V1aR counter,CHO-K1 Ca PAM,TAAR1 antagonist,CHO parental Ca
O=C(Cn1ncc2c(=O)oc3ccccc3c21)NC1CC1,7,-16,0.1,0,0,0.5,20,12,-16
CC(C)CC(=O)Nc1ncnc2c1C(=O)CC(C)(C)C2,6,-15,0.4,-1,-5,0.1,10,5,2
CC1CCCCC1NC(=O)COC(=O)c1ccc(N(C)C)cc1 (configuration not stated),2,-12,0.9,-2,-8,0.2,16,-11,-3
Cc1cc(C)n(-c2ccc(C(=O)Nc3nc4ccccc4s3)cc2)n1,6,11,1.7,-2,-7,-0.1,9,31,0
COc1ccc(OCC(=O)NCCCn2ccnc2)cc1,11,-11,3.5,-5,-1,1.4,11,-2,-7
Cc1noc(NS(=O)(=O)c2ccc(NC(=O)/C=C/c3ccc(Cl)cc3Cl)cc2)c1C,1,2,0.0,-4,nt,nt,6,-10,nt
Cc1ccccc1OCCC(=O)OCC(=O)NC1CCS(=O)(=O)C1 (configuration not stated),6,3,0.8,1,-3,0.4,11,-28,0
O=C(NCC1CCCO1)c1ccc(Cl)c(NS(=O)(=O)c2ccc(F)cc2)c1 (configuration not stated),1,-9,0.5,-2,nt,nt,9,-7,nt
Cc1ccc2cccc(OCC(=O)NCc3ccco3)c2n1,5,8,2.2,-3,2,0.4,3,9,3
COc1ccc(/C=C(/NC(=O)/C=C/c2ccccc2)C(=O)O)cc1,3,9,0.0,-10,-7,1.0,-6,10,-8
CC(Oc1ccc(F)cc1)C(=O)Nc1cc(S(=O)(=O)N2CCCCC2)ccc1N1CCOCC1 (configuration not stated),2,-8,0.0,-1,-4,-0.2,16,-49,-21
